# Assay outcomes as filed in PubChem.
# Rab9 prom act – Rab9 promoter activation. 320,000 compounds, 2.8% hits. AID 485297. Huh7 Rab9 promoter-luciferase reporter, luminescence, 24 h. Potency, µM (doses to about 9.22 µM), without a hit: at the top dose activation, negative = inhibition, actives largely listed as activators; also: potency is read from the fitted curve at half-maximal effect; % of control where 0% means no effect; nearly all actives have a fitted effect of over 60% in size
#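 Stable Rab9-luc Huh7, 1500 cells/well, 2 h settle; cmpd in DMSO, 24 h, 37 °C/5% CO2; luciferase reagent 10 min RT; luminescence.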
# FLuc modulator – inhibits or activates purified firefly luciferase, miR-21 counter-screen; P08659; purified FLuc, Km substrates, luminescence inhibition; Potency, µM (top dose mostly 57.5 µM), for inactives: at the top dose activity change, negative = inhibition, usual class: inhibitors; 360,000 compounds, 6.9% hits;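 also: potency is read from the fitted curve at half-maximal effect; plate controls were vehicle for no effect and reference inhibitor for full effect; nearly all actives have a fitted effect of over 55% in size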
# Target sequence (P08659 whole entry, looked up): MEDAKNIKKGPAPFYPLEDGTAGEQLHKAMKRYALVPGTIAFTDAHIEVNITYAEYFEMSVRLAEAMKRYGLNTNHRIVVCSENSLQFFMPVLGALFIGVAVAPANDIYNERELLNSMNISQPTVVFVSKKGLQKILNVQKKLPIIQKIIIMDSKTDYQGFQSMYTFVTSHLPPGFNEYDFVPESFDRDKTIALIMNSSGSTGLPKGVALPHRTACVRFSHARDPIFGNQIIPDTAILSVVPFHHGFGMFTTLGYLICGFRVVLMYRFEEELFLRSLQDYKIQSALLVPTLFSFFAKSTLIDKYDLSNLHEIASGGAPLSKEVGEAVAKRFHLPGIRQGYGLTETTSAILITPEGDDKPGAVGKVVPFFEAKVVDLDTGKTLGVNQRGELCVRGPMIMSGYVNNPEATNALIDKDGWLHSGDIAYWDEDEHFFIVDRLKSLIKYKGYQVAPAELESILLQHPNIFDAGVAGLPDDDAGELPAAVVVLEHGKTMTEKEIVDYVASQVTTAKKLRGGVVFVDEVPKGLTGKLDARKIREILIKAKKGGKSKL
#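 Purified P. pyralis luciferase (10nM final) with 10uM D-luciferin and 10uM ATP (Km levels) in 50mM Tris acetate pH 7.5, 10mM Mg acetate, 0.01% Tween-20, 0.05% BSA; qHTS 6-point titration, ~60 µM downward; luminescence read.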
# RORg inh – ROR gamma (mouse) transcription inhibition. P51450. Drosophila S2 Gal4-RORgamma UAS-luciferase reporter, 20 h. Potency, µM (doses to about 53.6 µM), for the others: at the top dose activity change, negative = inhibition, usual class: inhibitors. 310,000 compounds, 5.4% hits. AID 2551; also: potency is read from the fitted curve at half-maximal effect; % is scaled to controls: 0 for no effect and ±100 for the full control effect; nearly all actives have a fitted effect of over 60% in size
# Target sequence (P51450 whole entry, looked up, the tested form may be a part): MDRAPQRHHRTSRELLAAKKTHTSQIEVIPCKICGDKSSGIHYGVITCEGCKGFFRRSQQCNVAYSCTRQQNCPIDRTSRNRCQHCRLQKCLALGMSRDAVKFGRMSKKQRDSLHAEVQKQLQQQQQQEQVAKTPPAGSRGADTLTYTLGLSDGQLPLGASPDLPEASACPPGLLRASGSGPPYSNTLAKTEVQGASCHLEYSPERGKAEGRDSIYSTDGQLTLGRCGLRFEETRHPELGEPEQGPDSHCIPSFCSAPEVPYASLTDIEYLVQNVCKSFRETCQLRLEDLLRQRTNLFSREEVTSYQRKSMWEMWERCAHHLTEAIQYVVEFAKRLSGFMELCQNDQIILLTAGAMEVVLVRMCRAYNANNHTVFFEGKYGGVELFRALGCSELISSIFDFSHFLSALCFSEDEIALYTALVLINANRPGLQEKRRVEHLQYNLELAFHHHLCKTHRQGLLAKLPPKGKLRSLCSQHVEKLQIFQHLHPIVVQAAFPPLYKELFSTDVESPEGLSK
#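 Stably transfected Drosophila Schneider cells are the test system, with ROR gamma fused to Gal4 and luciferase under UAS control; luminescence is read after 20 hr of 700 uM copper sulfate induction at ambient temperature.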
# NPC1 promoter act – activators of NPC1 promoter; AID 485313; Huh7 NPC1 promoter luciferase reporter, 24 h; Potency, µM (series often up to 9.22 µM), for the others: at the top dose activation, most hits filed as activators; 320,000 compounds, 2.4% hits;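 also: potency is read from the fitted curve at half-maximal effect; % of control where 0% means no effect; nearly all actives have a fitted effect of over 60% in size; reporter is driven by a mutant NPC1 promoter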
#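 Luciferase expression driven by the NPC1 promoter was measured in stably transfected Huh7 cells after a 24 h compound incubation, using a luciferase reagent and a luminescence read.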
# KCNH2 3.1 block – inhibitors of human KCNH2 3.1 potassium channel isoform; activity change, % (tested at about 1.8 µM); 340,000 compounds, 0.95% hits; U2OS KCNH2 3.1, thallium flux FluxOr; active compounds read low;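 active = maximum activity change below -70%; inconclusive = maximum activity change from -70% to -50%; inactive = maximum activity change above -50%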;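 also: thallium influx rate constant from kinetic fluorescence after stimulation buffer; % is scaled to controls: 0 for no effect and ±100 for the full control effect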
#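 Channel expression came from 3.1 mutant virus (1.77 x 10^8 /mL) applied to suspended U2OS cells for 4 h. Flux was tracked with FluxOr dye plus Red40 quencher, and kinetic rate constants normalized to controls.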
# VP16 counter – counter-screen for ROR gamma inhibitors: Gal4-VP16 reporter; Potency, µM (top dose mostly 53.6 µM), inactives show at the highest dose activity, negative = inhibition, hits mostly inhibitors; 310,000 compounds, 3.5% hits; AID 2546; Drosophila S2 Gal4-VP16 UAS-luciferase, luminescence, 20 h;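 also: Gal4-VP16 expression switched on by copper sulfate through the metallothionein promoter; potency is read from the fitted curve at half-maximal effect; % is scaled to controls: 0 for no effect and ±100 for the full control effect; nearly all actives have a fitted effect of over 50% in size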
# Tb PFK block – T. brucei PFK enzyme inhibition | T. brucei PFK, ADP-Glo luminescence | Potency, µM (series often up to 57.5 µM), inactives show top-dose activity, negative = inhibition, hits mostly inhibitors | 330,000 compounds, 0.17% hits;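 also: potency is read from the fitted curve at half-maximal effect; 0% = uninhibited 1x PFK enzyme wells and -100% = no-enzyme wells; nearly all actives have a fitted effect of over 60% in size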
#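 Luminescent ADP detection (ADP-Glo, two-step: ATP depletion then ADP-to-ATP conversion for luciferase) reported PFK activity after 45 min room-temperature reaction of 1.25 nM enzyme with 0.5 mM F6P and 0.1 mM ATP at pH 8.0.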
# FBPA coupling cs – coupling enzyme interference in Giardia aldolase counter-screen | 290,000 compounds, 0.67% hits | activity change, negative = inhibition, % at 58.2 µM, hits read low | AID 2472 | coupling enzyme system counterscreen, AmpLite Red fluorescence; in the data active = activity change below about -30%; also: % is scaled to controls: 0 for no effect and ±100 for the full control effect
#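 Final compound at 57.5 uM, incubated 10 min at RT with coupling enzyme reagent (glyceraldehyde-3-phosphate), then 20 min with substrate and AmpLite Red detection. Fluorescence read at 525/598 nm; tests interference with the coupling assay, not aldolase inhibition.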
# Giardia killer – Giardia lamblia killing. Giardia lamblia trophozoite viability. activity change, % at 7.66 µM, hits read low. 340,000 compounds, 0.15% hits; in the data active = activity change below about -80%; inconclusive = between about -30% and that limit;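 also: parasites exposed to compound for two days anaerobically before the ATP read; % is scaled to controls: 0 for no effect and ±100 for the full control effect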
#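 Luminescence from cellular ATP indicates surviving trophozoites (100 cells/well) following 48 hrs anaerobic compound treatment at 37 deg C; signal develops 15-30 min at room temperature.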
# uPA generation – blocks generation of uPA at the cell surface; 330,000 compounds, 0.31% hits; Potency, µM (top dose mostly 38.3 µM), for inactives: top-dose activity change, negative = inhibition, usual class: inhibitors; cell surface uPA generation assay, qHTS; AID 540303; active = well fitted inhibition curve with a large enough effect; inconclusive = small, poorly fitted or top-dose-only effect; inactive = no such curve, though single readings can be large or run the other way; tested in mouse RAW 264.7 cells; also: potency is read from the fitted curve at half-maximal effect; % is scaled to controls: 0 for no effect and ±100 for the full control effect; nearly all actives have a fitted effect of over 55% in size
# ELG1 genotox – inducers of genotoxicity in HEK293T ELG1-luciferase cells. HEK293T ELG1-luciferase reporter, luminescence, 16 h. Potency, µM (top dose mostly 46 µM), for inactives: at the highest dose activity change, positive = activation, actives largely listed as activators. 330,000 compounds, 1.3% hits. AID 504466; also: potency is read from the fitted curve at half-maximal effect; % of control where 0% means no effect; nearly all actives have a fitted effect of over 60% in size
#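 Genotoxicity was scored as increased ELG1-luciferase reporter signal, measured by ONE-Glo luminescence (30 min, room temperature). Compound or vehicle exposure of the HEK293T reporter cells lasted 16 hr at 37°C.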
# Active calls of the source: *; ? = inconclusive; · = no result given; & = joins results of further samples; [ ] = dose if it differs, or a comment. Unless noted, calls follow the shape of the dose curve; as a rule, active = well fitted curve in the direction sought with a large enough effect; inconclusive = small, poorly fitted or top-dose-only effect, or another doubt; inactive = no such curve, though single readings can be large; an effect the other way counts as inactive or inconclusive.
SMILES,Rab9 prom act,FLuc modulator,RORg inh,NPC1 promoter act,KCNH2 3.1 block,VP16 counter,Tb PFK block,FBPA coupling cs,Giardia killer,uPA generation,ELG1 genotox
CN1CCN(c2ccc(-c3cccc(NC(=O)COc4ccccc4)c3)nn2)CC1,1.6µM*,1.5µM*,·,1.6µM*,-7,·,-13%,·,-27,-7%,2.6µM*
CCC(=O)Nc1cccc(-n2nnnc2SCC(=O)c2ccc(C)c(C)c2)c1,17%,15µM*,?,17%,5,2%,4%,0,-2,2%,12%
COC(=O)c1ccc(C2C(C(=O)c3cc4ccccc4o3)=C(O)C(=O)N2CCN2CCOCC2)cc1 (stereo not given),-3%,3%,-4%,-4%,2,-7%,0%,·,-25,-1%,3%
Cc1nnc(SCC(=O)n2c3c(c4ccccc42)CCCC3)s1,1%,0%,8%,-4%,-2,4%,0%,-8,-1,3%,0%
C=CCNC(=O)CCCOc1ccc(C)cc1,4%,2%,12%,0%,22,-1%,3%,5,2,6%,2%
COc1ccccc1N1CCN(C(c2cc3cc(C)ccc3[nH]c2=O)c2nnnn2C2CCCC2)CC1 (stereo not given),5%,-1%[2.3 µM],?,-3%,-3,10%,-1%,-15,-4,·,-11%
O=C(COc1ccccc1)Nc1cccc(-c2nc3ccccc3[nH]2)c1,-1%,17µM*,6%,-1%,-8,-10%,0%,0,-2,2%,-2%
COc1ccc2c(CC(=O)OCC(=O)c3ccccc3OC)coc2c1,-4%,?,17%,3%,-7,18%,0%,-2,-14,0%,1%
CCCCOc1ccc(C(=O)Oc2cccnc2)cc1,-3%,?,8%,-6%,-3,6%,0%,0,?,17%,-1%
CN(C)/C=C/C(=O)c1ccc(N2CCN(c3ncc(C(F)(F)F)cc3Cl)CC2)cc1,-4%,-1%,-12%,0%,-4,10%,5%,0,6,11%,-7%
CCOC(=O)c1ccc(Oc2coc3cc(O)ccc3c2=O)cc1,8%,-11%,-3%,1%,-16,8%,-1%,1,10,-5%,1%
CCN(CC)CC#CCC(O)(c1ccccc1)C1CCCC1 (stereo not given),1%,-1%,?,-2%,-3,0%,-1%,-1,20,10%,-2%
Cc1cccc(C)c1NC(=O)COC(=O)CCc1c[nH]c2ccccc12,-2%,7%,·,-2%,-8,·,-8%,·,5,8%,1%
C/C(NCC(C)(C)CN(C)C)=C(/C#N)C(=O)NCc1ccccc1,-1%,5%,-19%,-2%,2,2%,1%,1,2,8%,2%
Cc1cccc2cc(C#N)c(NCCNC(=S)NCCCN3CCOCC3)nc12,-8%,1%,4µM*,1%,-6,-2%[0.365 µM],-2%,-1,-9,0%,1%
COc1cccc(NS(=O)(=O)c2csc(C(N)=O)c2)c1,-1%,1%,?,0%,4,-26%,4%,-1,-13,0%,-9%
Cc1ccccc1NC(=O)COC(=O)CCc1c[nH]c2ccccc12,0%,2%,·,0%,7,·,-1%,·,-6,?,2%
O=c1c(-c2ccco2)[n+]([O-])c2ccccc2n1OCc1ccccc1F,4%,2%,0%,15%,-4,0%,-4%,1,5,·,2%
Cc1ccccc1C(=O)NNC(=O)/C=C\C(=O)O,2%,-24%,3.5µM*,-4%,1,?,1%,-2,-20,-9%,3%
CCNC(=O)CN1C(=O)NC2(CCOc3ccccc32)C1=O (stereo not given),2%,-1%,-9%,0%,-7,2%,0%,-1,14,5%,1%
O=C(O/N=C(\c1ccccc1)c1ccncc1)c1ccccc1F,-3%,-1%,-13%,-1%,-8,-6%,-2%,1,6,1%,-1%
CSc1nc(-c2ccccc2)nn1C(=O)c1ccc(C)cc1,-2%,5%,5%,0%,-10,8%,1%,0,-10,-2%,-1%
Cc1cc(Cl)ccc1Oc1ccccc1C(=O)CC#N,-6%,?,?,-5%,-2,-22%,6%,2,5,16%,0%
Cc1ccc(S(=O)(=O)Nc2cc(C)nn2-c2ccccc2)cc1,5%,4%,11%,1%,9,0%,0%,-1,-7,6%,3%
O=C(O)c1cc(S(=O)(=O)N2CCOCC2)ccc1N1CCOCC1,-2%,-2%,-31%,-3%,-11,12%,2%,3,17,-2%,-2%
CCOC(=O)N1CCN(S(=O)(=O)c2ccc(C)cc2)C1c1ccccc1 (stereo not given),-12%,0%,11%,1%,47,1%,-4%,1,-17,2%,-16%
O=C(O)c1cc(S(=O)(=O)N2CCN(C(=O)c3ccco3)CC2)c(Cl)cc1Cl,1%,-1%,-1%,-2%,0,12%,-3%,0,-18,3%,-1%
Clc1ccc(-c2noc3c2-c2nc(Cc4cccc5ccccc45)sc2CC3)cc1,-1%,1%,·,-1%,-7,·,1%,·,-3,-7%,2%
COc1cc(NC(=O)C2CCC(CNc3c(N4CCC(C)CC4)c(=O)c3=O)CC2)cc(OC)c1 (stereo not given),1%,-1%,-29%,-2%,-7,-8%,1%,1,11&20,1%&11%,?
C/C(CC(C)C)=N/Nc1ccc([N+](=O)[O-])cc1[N+](=O)[O-],-3%,-2%,27%,0%,-19,-7%,1%,2,-1,2%,-5%
COC(=O)c1nc2n(n1)C(c1ccccc1OC)C1=C(CCCC1=O)N2 (stereo not given),-1%,1%,-4%,1%,-6,-8%,2%,-6,7,3%,-5%
CN(CCO)CC(O)CN(c1ccccc1)c1ccccc1 (stereo not given),6%,1%,12%,4%,7,2%,0%,-2,2,-9%,-3%
COc1cc(/C=N/n2cnnc2)ccc1OS(=O)(=O)c1ccccc1[N+](=O)[O-],4%,1%,18%,9%,2,-13%,1%,-1,-21,1%,1%
Cc1nc(SCC#N)c2c(C)c(C)sc2n1,-2%,2%,-4%,0%,30,0%,-1%,-2,11,-5%,14%
O=C(Cn1ncc2c([nH]c3ccccc32)c1=O)N1CCc2ccccc2C1,-3%,-1%,-13%,-2%,1,-13%,-1%,-1,20,-2%,0%[9.26 µM]
CCOC(=O)Cc1csc(SCn2nnc3ccccc3c2=O)n1,0%,-3%,-13%,3%,16,-7%,0%,-2,-2,-6%,2%
O=C(CSc1ccccc1F)NNC(=O)c1ccncc1,-7%,4%,·,-1%,-12,·,-4%,·,11,0%,-2%
CC(=O)OC1CCC(OC(C)=O)c2c1n([O-])c(C)c(C)[n+]2=O (stereo not given),3%,5%,2%,1%,23,-3%,0%,4,-13,0%,-3%
O=S(=O)(c1ccc(Br)s1)N1CCN(c2ncccn2)CC1,-1%,0%,0%,0%,6,3%,4%,3,27,·,-5%
CC(NC(=O)[C@H](C)NC(=O)c1ccco1)c1ccc(S(N)(=O)=O)cc1 (stereo not given in full),-4%,1%,-27%,0%,-5,7%,1%,2,-13,0%,1%
COc1ccccc1N1CCN(C2CCCCC2NS(=O)(=O)c2ccc(Cl)cc2)CC1 (stereo not given),-3%,3%,4%,-3%,?,-11%,-5%,-1,?,6%,-13%
COc1ccc(N(CC(=O)NCCC2=CCCCC2)S(=O)(=O)c2ccc(C)cc2)cc1OC,-1%,2%,-11%,1%,-13,19%[10 µM],4%,4,-15,4%,0%
CCOC(=O)C(NCCCO)c1ccccc1 (stereo not given),-9%,3%,4%,-4%,4,-5%,-2%,2,16,2%,-5%
COc1ccc2cc(C(=O)C3CCCN(C(=O)c4cc(=O)n(C)c(=O)n4C)C3)ccc2c1 (stereo not given),-22%,-11%,-6%,-2%,5,4%,-5%,2,-3,-4%,-2%
O=C(CCn1c(=O)oc2ccccc21)NCCCN1CCCC1=O,-1%,0%,-26%,-1%,5,-1%,-3%,0,4,4%,-3%
CCc1nn(CC(=O)NCCCN2CCc3ccccc3C2)c(=O)c2cc3sccc3n12,-4%,4%,-8%,0%,1,-17%,0%,3,-11,-18%,-3%
CC(C)CSC1=NSC2=NC(=O)/C(=C\c3coc4ccccc4c3=O)C(=N)N12,-1%,17µM*,16%,1%,·,2%,-10%,8,?,0%,0%
CN(C)S(=O)(=O)c1ccc(Cl)c(NC(=O)COC(=O)/C=C/c2cnc3ccccc3n2)c1,9%,11µM*,6%,1%,-1,-6%,4%,2,-15,?,4%
Cn1ncc(Cl)c1C(=O)N1CCOCC1,-5%,1%,3%,0%,·,-1%,2%,1,20,2%,1%

# 2 successive compounds out of the list so far:
SMILES,Rab9 prom act,FLuc modulator,RORg inh,NPC1 promoter act,KCNH2 3.1 block,VP16 counter,Tb PFK block,FBPA coupling cs,Giardia killer,uPA generation,ELG1 genotox
CN(C)S(=O)(=O)c1ccc(Cl)c(NC(=O)COC(=O)/C=C/c2cnc3ccccc3n2)c1,9%,11µM*,6%,1%,-1,-6%,4%,2,-15,?,4%
Cn1ncc(Cl)c1C(=O)N1CCOCC1,-5%,1%,3%,0%,·,-1%,2%,1,20,2%,1%
